# FLuc act counter: affects firefly luciferase, flagging false hits in luciferase stimulation screens; P08659; ATPlite luciferase biochemical, luminescence, 10 min; 0 = ATP-free wells, 1 = DMSO control; activation factor at 10 µM; 200,000 tested, under 10 active; AID 1027;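 active means luciferase activation factor, scaled between plate controls, of at least 2 with compound at 10 µM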
# Target sequence (P08659 whole entry, looked up): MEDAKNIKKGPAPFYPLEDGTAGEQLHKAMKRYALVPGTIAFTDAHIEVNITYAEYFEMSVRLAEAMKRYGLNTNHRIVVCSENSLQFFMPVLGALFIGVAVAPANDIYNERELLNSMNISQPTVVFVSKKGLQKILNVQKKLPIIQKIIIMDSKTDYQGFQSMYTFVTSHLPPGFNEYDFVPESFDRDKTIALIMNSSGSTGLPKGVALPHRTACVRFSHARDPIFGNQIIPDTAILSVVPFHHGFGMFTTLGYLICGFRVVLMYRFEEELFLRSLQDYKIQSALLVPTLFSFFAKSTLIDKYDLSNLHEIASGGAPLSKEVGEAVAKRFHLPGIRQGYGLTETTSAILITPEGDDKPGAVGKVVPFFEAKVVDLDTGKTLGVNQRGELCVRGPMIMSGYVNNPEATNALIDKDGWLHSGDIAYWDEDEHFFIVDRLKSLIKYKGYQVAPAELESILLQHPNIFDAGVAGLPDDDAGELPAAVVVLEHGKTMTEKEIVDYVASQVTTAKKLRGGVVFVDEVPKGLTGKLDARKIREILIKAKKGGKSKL
#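 Material: luciferase plus luciferin reagent, cell-free. Medium: PBS buffer for ATP. Also added: ATP substrate, dispensed from a 10.24 µM working solution in PBS. Doses: test compounds dosed from 2 mM stocks in 100% DMSO. Incubation: 10 min post-reagent at room temperature. Technique: light output (luminescence). Read-out basis: luminescence gain marking luciferase activators.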
# FLuc inh counter: counter-screen for luciferase assay inhibitors: firefly luciferase inhibition; P08659; ATPLite firefly luciferase biochemical luminescence, 10 min; inhibition, % at 10 µM; 200,000 compounds, 1.5% hits;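 active means inhibition above about 50% when tested at 10 µM, limit read from the data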
# PMI activator: increases human mannose-6-phosphate isomerase activity. P34949. purified human PMI, coupled resazurin fluorescence, 20 min; active compounds read high; 1 = vehicle control, 0 substrate-free wells. activation factor at 20 µM. 190,000 compounds, 0.005% hits. AID 1214;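 active means activation factor of 2 or more at 20 µM, relative to plate controls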
# Target sequence (P34949 whole entry, looked up): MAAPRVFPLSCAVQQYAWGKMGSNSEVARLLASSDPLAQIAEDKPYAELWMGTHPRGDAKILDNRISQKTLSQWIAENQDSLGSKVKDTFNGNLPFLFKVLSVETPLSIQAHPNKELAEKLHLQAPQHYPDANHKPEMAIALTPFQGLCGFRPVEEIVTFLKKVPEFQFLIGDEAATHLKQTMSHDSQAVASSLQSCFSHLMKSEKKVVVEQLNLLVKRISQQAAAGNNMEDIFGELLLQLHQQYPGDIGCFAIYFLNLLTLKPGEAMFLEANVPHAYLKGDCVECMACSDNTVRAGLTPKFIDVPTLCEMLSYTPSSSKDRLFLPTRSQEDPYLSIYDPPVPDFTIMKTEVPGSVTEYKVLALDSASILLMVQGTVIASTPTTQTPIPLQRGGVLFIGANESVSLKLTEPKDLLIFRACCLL
# bIAP activator: increases bovine intestinal alkaline phosphatase activity; AID 1016; 200,000 compounds, 0.17% hits; purified bovine IAP, CDP-star luminescence, 30 min; active compounds read high; fold of DMSO-control signal, blank-subtracted; activation factor at 20 µM;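 active means activation factor of 2 or more at 20 µM, a signal rise over negative controls twice the positive control's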
# TNAP act hiacc: activators of human TNAP at high phosphate acceptor concentration; P05186; purified TNAP, CDP-star luminescence, 1 M DEA, 30 min; active compounds read high; 0 = EDTA background, 1 = DMSO-only activity; activation factor at 20 µM; 200,000 tested, under 10 active; AID 1136;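 active means activation factor at least 2 at 20 µM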
#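 Control set: EDTA negative control, DMSO positive control / Assay system: human TNAP / Quantity: TNAP 1/800 final / Evaluation: TNAP activation factor scaled between EDTA and DMSO control wells / Measured by: luminescent substrate turnover signal / Compound dosing: one dose, 20 µM / Times: 30 min enzyme reaction at room temperature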
# TNAP inh hiacc: TNAP (human) inhibition, high acceptor; P05186; purified TNAP, CDP-star luminescence, 1 M DEA; inhibition, % at 20 µM; 200,000 compounds, 0.03% hits; AID 1135;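 active means over 50% inhibition of tissue-nonspecific alkaline phosphatase at 20 µM in the single-dose screen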;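 further: plate controls were DMSO wells for no effect and EDTA-quenched wells as full inhibition for full effect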
# PMI act hi M6P: PMI (human) activation, high substrate; P34949; coupled PMI enzyme assay, resazurin fluorescence, 20 min; active compounds read high; 1 = untreated enzyme, 0 = substrate-free blank; activation factor at 20 µM; 190,000 compounds, 0.34% hits;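 active means activation factor of 2 or more at 20 µM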
#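 Test system: human phosphomannose isomerase with PGI, G6PDH, diaphorase coupling enzymes; Amount: PMI at 15 ng/mL final; Reagent: Mannose-6-phosphate 1.0 mM (near-saturating) plus 0.22 mM NADP+; Timing: 20 min, room temperature; Technique: resorufin fluorescence at Ex 544/Em 590 nm; Dosing: 20 µM single dose.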
# NF-kB expr up: NF-kB expression increase, human neuronal cells; fold change at 12.5 µM; NF-kB reporter expression; active compounds read high; 190,000 compounds, 1.6% hits; AID 1239; in the data active means fold change above about 3.3
# TNAP inh noacc: inhibitors of human TNAP without phosphate acceptor; inhibition, % at 20 µM; 200,000 compounds, 0.26% hits; purified TNAP, CDP-star luminescence, 30 min; P05186;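 active means tissue-nonspecific alkaline phosphatase inhibition above about 50% at 20 µM in the single-dose screen, limit read from the data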;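 further: 0% = DMSO negative control and 100% = EDTA positive control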
# APP 5'UTR act: APP 5'UTR luciferase reporter activation; 190,000 compounds, 1% hits; SH-SY5Y APP 5'UTR luciferase reporter, luminescence; zero percent = DMSO vehicle wells; AID 1276; activation, % at 2 µM;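 active means activation above a set limit, based on mean plus 3 SD of controls, cut at about 140% in these data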; further: values of inactives mirror those of a sister screen read the other way
# * hit, by the source's call; / = no result given. The order is random. Share with any hit: about 3.6%.
SMILES,FLuc act counter,FLuc inh counter,PMI activator,bIAP activator,TNAP act hiacc,TNAP inh hiacc,PMI act hi M6P,NF-kB expr up,TNAP inh noacc,APP 5'UTR act
Cc1ccc([N+](=O)[O-])c(NC2OC(CO)C(O)C2O)c1 (stereo not drawn),1,-2,1.1,1,1,-1,1.1,0.98,-5,9
COc1cccc(C(=O)n2cnnc2N)c1OC,1.1,-5,0.9,1,1,-3,0.9,0.97,-14,-1
CC(C)c1cc(C(=O)Nc2cccnc2)no1,0.8,21,1,1.1,1,0,1.1,2.2,-8,70
CN=C(Nc1cc(C)nn1-c1ccccc1)c1ccc(F)cc1,1.1,-12,1.1,1,1.1,-12,1,0.98,-17,9
Cc1cc(C)n2c(SCC(=O)Nc3ncc(C(F)(F)F)cc3Cl)nnc2n1,1,-1,1,0.9,1,-1,1.1,1.6,3,-2
CCOc1ccc(-n2c(SCC(=O)Nc3nccs3)nc3c(c2=O)SCC3)cc1,1,0,0.8,1,1,1,0.9,1.2,-4,12
CC(C)(C)c1ccc(OCc2ccc(C(=O)N/N=C/c3ccc(O)c(O)c3)cc2)cc1,1,-1,0.8,1,0.9,9,1.1,1.1,-9,-16
O=C(Nc1ncc2c(n1)-c1ccccc1OC2)c1ccccc1Cl,1,-5,1,1,1,-4,1,0.99,-7,-1
CC1CCCCC1NC(=S)Nc1cccc(S(=O)(=O)N(C)C)c1 (stereo not drawn),1,-3,0.9,0.8,1.1,-6,0.9,1.2,-24,9
CC(=O)N1c2ccccc2C(=O)C1N1CCCCC1 (stereo not drawn),1.1,-9,1.1,0.9,1,-4,1,0.83,1,10
CNc1nc(Sc2ccc(C)cc2)cc(C(F)(F)F)n1,1.1,-5,0.9,1,1,0,1,1.5,-10,13
Cn1c(/C=C/c2ccc([N+](=O)[O-])o2)nc2ccccc2c1=O,1,-5,1,0.9,1,3,1,1.4,-6,-37
CCCCNC(=O)c1ccc(S(=O)(=O)c2ccc(Cl)cc2)c(NC(C)=O)c1,1,-2,1,0.7,1,-3,1.1,1.2,-8,-5
CC(C)n1c(SCC(=O)Nc2nc3c(s2)CCCC3)nc2c1c(=O)n(C)c(=O)n2C,1,-4,0.9,1,1.1,-6,1,0.31,-8,12
CSc1nc(N(CCO)CCO)c2sc3nc(-c4ccco4)c4c(c3c2n1)CCC4,0.9,6,1.2,1,1,2,1.4,1,-4,26
CC(=O)N(CCC(c1ccccc1)c1ccco1)Cc1cccs1 (stereo not drawn),1,1,0.9,1.1,1,-1,1,1,-4,0
COc1ccccc1N1CCN(Cc2nc(-c3ccc(F)cc3)oc2C)CC1,1,3,0.9,1,1,-3,0.9,0.88,-3,9
CCOC(=O)c1ccc(-c2ccc(/C=C(\C#N)C(=O)NCc3cccs3)o2)cc1,1,-3,1,1,1,-3,1,1,-26,/
O=C1C2C(C(=O)N1/N=C/c1cc([N+](=O)[O-])ccc1O)C1C=CC2C12CC2 (stereo not drawn),1,-1,1,1,0.9,9,0.9,1,-1,15
C/C(=N\N1CCN(c2ccccc2)CC1)c1ccco1,0.9,6,0.9,1,1.1,-6,0.9,1.4,-8,15
Cc1sc2nc(CN3CCOCC3)nc(NS(=O)(=O)c3ccccc3)c2c1C,1.1,-5,1.1,1.1,1.1,-5,1.1,1.2,-8,5
CC(C)Cc1nnc(NC(=O)c2ccc([N+](=O)[O-])cc2)s1,1,0,0.9,1,1,0,1,1.1,-4,16
CC1=C(C(=O)Nc2ccc(C)cc2C)C(c2cccc(Cl)c2)n2nc(C(=O)OC(C)C)nc2N1 (stereo not drawn),1.1,-6,1.1,1,1,-3,1.1,1.1,-9,-11
COc1ccc(CCNS(=O)(=O)c2ccc3c(c2)n(C)c(=O)c(=O)n3C)cc1OC,1.1,-6,1,1,1.1,-6,1,1.2,-20,12
Cc1ccc(Cl)cc1NC(=O)COC(=O)CC(C)(C)C,1,-3,1.3,1.2,1,-4,1.1,1.1,-7,-11
SMILES,FLuc act counter,FLuc inh counter,PMI activator,bIAP activator,TNAP act hiacc,TNAP inh hiacc,PMI act hi M6P,NF-kB expr up,TNAP inh noacc,APP 5'UTR act
COc1ccc(-c2c(C#N)c(SCC(=O)c3cc4ccccc4oc3=O)nc(C)c2C(=O)Nc2ccccc2)cc1,1.1,-8,1,1.4,1,-1,1,1.1,-15,-12
CCc1nc2c(cnn2-c2ccc(Cl)cc2)c(=O)n1-c1ccc2c(c1)OCCO2,1,-4,0.9,0.9,1,2,0.9,1.1,-6,-7
O=C(Nc1ccccc1)/C(=C/c1cccc(Br)c1)NC(=O)c1ccco1,1,1,1.1,0.9,1,-2,1,0.99,-10,-18
CC(=O)N1CCc2cc(S(=O)(=O)NC3CCCc4ccccc43)ccc21 (stereo not drawn),1.1,-9,1,0.6,1,0,0.9,0.7,-4,1
Cc1cccc(C)c1NC(=O)COC(=O)CCc1ccc(S(=O)(=O)N2CCCCC2)cc1,1.1,-7,1,0.9,1,3,1,0.98,-9,20
Cc1cccc(NN=C2c3ccccc3-c3ccccc32)c1,1,1,1.4,0.9,0.9,7,1.9,0.98,6,-16
O=C(Nc1cccnc1)/C(N=Nc1cccnc1)=C(\O)c1ccccc1,1,3,0.8,1.1,0.9,9,0.8,0.33,-1,-8
Cc1cc(N2C(=O)C3CCC(c4ccccc4)CC3C2=O)no1 (stereo not drawn),1.1,-6,1,1,1.1,-6,1.1,1.1,-17,-1
CCN1C(=O)/C(=C/c2c(C)nn(C)c2C)SC1=S,1,-5,0.9,1,1,-1,0.9,0.99,-12,11
O=C(c1cn(-c2ccccc2)nc1-c1ccc(Br)cc1)N1CCOCC1,1.1,-8,1,1.4,1,-2,1,1.2,1,3
c1cncc(-c2nc3cc(Cc4ccc5oc(-c6cccnc6)nc5c4)ccc3o2)c1,1,-5,1,0.9,1.1,-8,1,/,-13,/
CCOc1ccc(NC(=S)Nc2ccc(C)c([N+](=O)[O-])c2)cc1,1.1,-6,1,0.8,1,0,1,1.3,-11,-6
Cc1n[nH]c(=S)n(NC(=O)/C=C/C(=O)Nn2c(=S)[nH]nc(C)c2=O)c1=O,1,-5,1.2,0.9,0.9,7,1.1,1.2,0,3
CN(CC(=O)Nc1ccccn1)S(=O)(=O)c1ccc(Cl)cc1,1,3,1,1.2,1,-4,1,0.84,-9,0
COc1cccc(NC(=O)c2cc(Cl)nnc2Cl)c1,1.1,-7,1,1,1.1,-5,1.1,1.3,-8,-11
OC(COc1c(F)cc(Br)cc1F)CN1CCN(c2ccc(F)cc2)CC1 (stereo not drawn),1,-5,0.9,1.1,1,-3,1,1.7,-8,4
O=C(CCNC(=O)c1ccc([N+](=O)[O-])cc1)N/N=C/c1ccc(F)cc1,1,-3,1,1,1.1,-7,1.1,0.87,-15,2
COc1cccc(-c2nc(CS(=O)(=O)CC(=O)N3CCc4ccccc43)c(C)o2)c1,1.1,-6,1,1,1,-2,1,0.8,14,-13
CCN(CC)C(=O)N1CCN(C)CC1,1,1,1.1,1,1.1,-6,1.2,/,-7,-9
O=C(COC(=O)c1cc[n+]([O-])cc1)Nc1cccc(Cl)c1Cl,1,-5,1.1,1,1,-3,1.1,0.96,-12,17
O=C1C2CC=C(Cl)CC2C(=O)N1CCCCCCN1C(=O)C2CC=C(Cl)CC2C1=O (stereo not drawn),1.1,-7,1.1,0.9,1,-4,1.3,1.7,-6,-6
COc1cccc(NC(=O)N2CCN(c3cccc(C)c3C)CC2)c1,1,-2,0.8,1,1,-2,0.8,1.4,-12,18
O=C(CSc1nnc(NC(=O)C2CC2)s1)Nc1ccc2c(c1)OCCO2,1,1,1,0.9,1,0,1,1.1,-2,16
COc1ccc2c(c1)[nH]c1c(Cl)ncnc12,0.9,7,1.1,1.2,1,-2,1.1,1.2,2,0
O=C(O)c1cccc(S(=O)(=O)Nc2ccc3oc(=O)sc3c2)c1,1,-5,1,1,1,-1,0.9,0.96,-1,-3

# Rewritten bar-delimited: entries from further up
compound | FLuc act counter | FLuc inh counter | PMI activator | bIAP activator | TNAP act hiacc | TNAP inh hiacc | PMI act hi M6P | NF-kB expr up | TNAP inh noacc | APP 5'UTR act
Cc1cccc(C)c1NC(=O)COC(=O)CCc1ccc(S(=O)(=O)N2CCCCC2)cc1 | 1.1 | -7 | 1 | 0.9 | 1 | 3 | 1 | 0.98 | -9 | 20
O=C(CSc1nnc(NC(=O)C2CC2)s1)Nc1ccc2c(c1)OCCO2 | 1 | 1 | 1 | 0.9 | 1 | 0 | 1 | 1.1 | -2 | 16

# Going on with the list:
SMILES,FLuc act counter,FLuc inh counter,PMI activator,bIAP activator,TNAP act hiacc,TNAP inh hiacc,PMI act hi M6P,NF-kB expr up,TNAP inh noacc,APP 5'UTR act
CCOC(=O)N1CCN(c2c(N3CCc4ccccc43)c(=O)c2=O)CC1,1,-3,1,1.1,1,-1,1,1.3,-11,/
COc1ccc(CCN2C(=O)c3[nH]nc(-c4ccccc4O)c3C2c2ccccc2)cc1OC (stereo not drawn),1,-5,0.9,1,1,-3,0.9,0.68,-50,-3
COC(=O)CSc1ncnc2c1cnn2Cc1ccccc1,1,-3,1.1,0.9,1,0,1,1.1,-8,-4
CCOc1ccc(CC(=O)Nc2c(C(N)=O)oc3ccccc23)cc1OCC,1.1,-5,1,0.8,1,0,1,0.79,-5,-9
CCN(CC)CCCCCOc1ccccc1OC,1,-3,0.9,1,1,-5,0.8,1.4,-10,1
Cn1c(SCc2nn[nH]n2)nc2c1c(=O)n(Cc1ccccc1Cl)c(=O)n2C,1.1,-6,1.2,1,1,1,1.3,1.2,-9,-6
CCC(Oc1ccccc1)C(=O)N1CCN(c2ccccn2)CC1 (stereo not drawn),1,0,0.9,1.1,1,-1,0.9,1,-9,6
N#CC1(C#N)CC(C=O)=C(N)C1(C#N)CC(=O)C12CC3CC(CC(C3)C1)C2 (stereo not drawn),1.1,-7,0.8,1,1,-1,0.7,1,-16,2
Cc1cccc(NC(=S)N(CCCN2CCOCC2)C(C)c2cc3ccccc3o2)c1 (stereo not drawn),1.1,-6,0.9,1.1,1,-1,0.9,0.86,-4,13

# 3 of the entries above in order of the NF-kB expr up value, largest number first:
Compound	PMI activator	bIAP activator	TNAP act hiacc	TNAP inh hiacc	PMI act hi M6P	NF-kB expr up	TNAP inh noacc	APP 5'UTR act
CCOC(=O)N1CCN(c2c(N3CCc4ccccc43)c(=O)c2=O)CC1	1	1.1	1	-1	1	1.3	-11	/
Cn1c(SCc2nn[nH]n2)nc2c1c(=O)n(Cc1ccccc1Cl)c(=O)n2C	1.2	1	1	1	1.3	1.2	-9	-6
COc1ccc(CCN2C(=O)c3[nH]nc(-c4ccccc4O)c3C2c2ccccc2)cc1OC (stereo not drawn)	0.9	1	1	-3	0.9	0.68	-50	-3
